GPR55 activation: GPR55 agonists via beta-arrestin recruitment, primary screen, imaging, U2OS cells, beta-arrestin-GFP redistribution (AID 1961) | G-protein coupled receptor 55 (Homo sapiens) | U2OS GPR55 beta-arrestin-GFP redistribution imaging; higher % means a stronger effect | activation, % at 10 µM, or EC50 in µM where a hit was titrated | hit rate 0.048% among 290,000;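 active = activation above 40% with more than 50 cells counted in the well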;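 also: U2OS osteosarcoma cells stably expressing GPR55 and beta-arrestin-GFP; plate controls were DMSO negative control for no effect and LPI positive control for full effect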
PhoP inhibition: inhibitors of PhoP regulon expression, primary screen, Salmonella Typhimurium, GFP reporter (AID 1863); S. Typhimurium PhoP-regulated promoter GFP reporter, 4 h; higher % means a stronger effect; inhibition, % at 50 µM; hits with a dose series show IC50 in µM; hit rate 0.16% among 300,000;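 active = inhibition over 29.93%, a cutoff 3 SD above the screen mean, later confirmed by dose response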;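 also: 0% = low Mg2+ inducing control and 100% = high Mg2+ repressing control; strong numbers were not always called active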
NTR1 ag: agonists of NTR1, primary screen, imaging, U2OS cells, beta-arrestin-GFP, high content (AID 493036); NTR1-U2OS beta-arrestin-GFP spot imaging, agonist mode; hit rate 0.17% among 330,000; activation, % at 20 µM; Neurotensin receptor type 1 (Homo sapiens), P30989;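 active = activation at or above 40% of the spot to cytoplasm intensity ratio, with at least 20 cells analyzed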;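 also: 0% = DMSO without peptide and 100% = 100 nM NTR1 peptide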
Target sequence (P30989 whole entry, looked up): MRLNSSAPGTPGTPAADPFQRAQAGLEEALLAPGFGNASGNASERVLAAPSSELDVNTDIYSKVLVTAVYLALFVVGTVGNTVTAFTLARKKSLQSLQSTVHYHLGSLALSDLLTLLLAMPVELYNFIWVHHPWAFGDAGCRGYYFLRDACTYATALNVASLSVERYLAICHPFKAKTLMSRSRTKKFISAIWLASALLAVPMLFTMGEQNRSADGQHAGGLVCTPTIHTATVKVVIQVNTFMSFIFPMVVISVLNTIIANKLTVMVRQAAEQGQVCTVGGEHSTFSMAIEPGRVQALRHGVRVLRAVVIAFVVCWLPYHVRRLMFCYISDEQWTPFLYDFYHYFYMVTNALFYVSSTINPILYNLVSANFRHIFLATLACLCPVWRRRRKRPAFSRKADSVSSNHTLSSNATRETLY
KOR beta-arrestin-1: KOR agonists, beta-arrestin recruitment, primary screen, cell-based, luminescence, uHTS (AID 1777); Kappa-type opioid receptor (Homo sapiens); hit rate 0.02% among 280,000; KOR beta-arrestin recruitment, luminescence; higher % means a stronger effect; activation, % at 10 µM; hits with a dose series show EC50 in µM; in the data active = activation above about 50%, passing the limit was not always enough; also: a part of the inactive calls stands beside numbers as strong as those of hits
GPR55 antagonists: GPR55 antagonists blocking LPI-driven arrestin recruitment, primary screen, imaging, U2OS, beta-arrestin-GFP, LPI agonist (AID 2013); inhibition, % at 10 µM; hits with a dose series show IC50 in µM; U2OS GPR55 beta-arrestin-GFP translocation imaging, LPI antagonism; higher % means a stronger effect; G-protein coupled receptor 55 (Homo sapiens); hit rate 0.13% among 290,000;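 active = spots per cell inhibited over 60%, with over 100 cells counted and total cytoplasm intensity under 500,000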;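 also: U2OS cells stably carrying GPR55 and arrestin-GFP stimulated by 5 µM LPI near EC80; imaged beta-arrestin-GFP aggregate spots per cell after agonist stimulation; plate controls were LPI-stimulated DMSO wells for no effect and DMSO wells without LPI for full effect; some results filed as inactive read as strong as hits; confirmed hits need IC50 under 10 µM and bright autofluorescent wells are also inconclusive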
T cell modulator: modulators of CD8 T cell-vesicle binding, primary screen, mouse 2C CD8+ T cells, flow cytometry; hit rate 0.068% among 330,000; 2C CD8+ T cell-vesicle binding; stronger effect = lower value; calls only at 7 µM; AID 2052, 2009;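 active = response, share of CD8 T cells binding vesicles, and their 90th percentile fluorescence all below set limits, cut at about 80% in these data, passing the limit was not always enough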
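Read-out – percent CD8+ FL2 mean versus row control · System – murine 2C transgenic CD8+ T lymphocytes · Times – 1.5 h cell–vesicle binding at 37 °C, then 20 min icy labelling · Control set – naked vesicles low, QL9 vesicles with vehicle high · Detection – cytometric PE anti-B7-1 and Alexa647 anti-CD8 signals after 1% paraformaldehyde fixation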
KOR beta-arrestin-2: KOR antagonists, beta-arrestin recruitment, cell-based, luminescence, uHTS (AID 1778). Kappa-type opioid receptor (Homo sapiens). KOR beta-arrestin recruitment, luminescence, antagonist mode; higher % means a stronger effect. inhibition, % at 10 µM, or IC50 in µM where a hit was titrated. hit rate 0.091% among 290,000; in the data active = inhibition above about 50%; also: strong numbers were not always called active
GPR35 arrestin U2OS: GPR35 antagonists blocking zaprinast-driven arrestin recruitment, primary screen, imaging, U2OS, beta-arrestin-GFP, zaprinast agonist (AID 2058) | G-protein coupled receptor 35 (Homo sapiens) | U2OS GPR35 beta-arrestin-GFP translocation imaging, zaprinast antagonism; higher % means a stronger effect | one-dose inhibition, % at 10 µM; IC50 in µM for titrated hits | hit rate 0.052% among 290,000;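 active = inhibition of at least 50% with at least 30 cells and total cytoplasm GFP at most 10,000,000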
West Nile virus CPE: West Nile virus antiviral activity, cell-based, CPE readout (AID 1621); West Nile virus-infected cells, CPE inhibition; higher % means a stronger effect; one-dose CPE inhibition, % at 10 µM; IC50 in µM for titrated hits; hit rate 0.02% among 290,000; in the data active = a potency from the dose series; also: strong numbers were not always called active
T cell modulator vesicle-bound %: also measured in T cell modulator; calls as there; double positive events, %; measured here: CD8+ vesicle-bound cell fraction;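 binding gate set so that unloaded-vesicle control wells show 10% double positive cells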
NTR1 ag cell count 20 µM: further read-out of NTR1 ag, marked with its call; cell count; measured here: cell count, cytotoxicity flag
* marks the source's active call; other numbers are inactive results; i = inactive; · = no result given; [ ] = remark or other dose.

SMILES	GPR55 activation	PhoP inhibition	NTR1 ag	NTR1 ag cell count 20 µM	KOR beta-arrestin-1	GPR55 antagonists	T cell modulator	T cell modulator vesicle-bound %	KOR beta-arrestin-2	GPR35 arrestin U2OS	West Nile virus CPE
CC1(c2ccc(Cl)cc2)NC(=O)N(CN2CCOCC2)C1=O (centres undefined)	0.6%	2%	-0.3	51	-1.8%	-1%	i	31	-17%	-4%	-0.3%
COc1ccc(Cl)cc1NC(=O)COC(C)=O	-0.6%	0%	-1.1	43	-4.7%	3%	i	25	-3%	-12%	-0.5%
Cc1ccccc1C(OCCN(C(C)C)C(C)C)c1ccccc1 (centres undefined)	-0.2%	-13%	0.6	58	-1.3%	16%	i	40	·	-7%	-0.3%
COc1cccc(CC2(CO)CCCN(Cc3ccc(CO)o3)C2)c1 (centres undefined)	-0.3%	-8%	0.4	61	-2.3%	4%	i	24	-11%	-10%	0.1%
CC(NC(=O)c1ccccc1F)c1nnc(SCC(=O)NC2CCCCC2)n1C (centres undefined)	-0.2%	-6%	-0.4	44	-4.2%	-1%	i	41	-8%	3%	-0.8%
CN([C@@H](Cc1ccc(OS(=O)(=O)c2cccc3cnccc23)cc1)C(=O)N1CCN(c2ccccc2)CC1)S(=O)(=O)c1cccc2cnccc12	-0.1%	8%	2.8	73	-2.6%	-2%	i	69	24%	-1%	0.6%
CCCCOc1ccc(C(=O)Nc2ccc(OCC(=O)N3CCOCC3)cc2)cc1	0.2%	3%	0.3	56	1.5%	-1%	i	18	12%	-9%	0.5%
COc1ccccc1CNC(=O)C1CCCCN1S(=O)(=O)c1ccccc1 (centres undefined)	-0.2%	-4%	-1.6	53	-3.1%	-7%	i	42	12%	-6%	-0.3%
Cc1cc(C)nc(N2N=C(c3ccccc3)CC2=O)n1	-0.2%	3%	2.5	55	-6.0%	0%	i	48	2%	7%	-0.4%
CCCCCCn1c(SCCC)nc2c1c(=O)[nH]c(=O)n2C	-0.2%	-2%	4.1	55	-6.4%	0%	i	48	-44%	-4%	-0.4%
O=C(CCc1ccc(S(=O)(=O)N2CCOCC2)cc1)Nc1cc(Cl)ccc1N1CCOCC1	0.3%	-11%	1.0	33	1.7%	0%	i	45	-9%	-5%	-0.2%
Cc1ccc(S(=O)(=O)NCCC(=O)OCC(=O)NC(=O)c2cccn2C)cc1	-0.1%	·	-0.4	67	-3.3%	8%	i	15	12%	1%	-0.1%
CCCSc1nc(=O)n2cccc(C)c2n1	-0.2%	3%	5.8	54	-0.6%	-2%	i	14	3%	-1%	-0.2%
CC(=O)Nc1nonc1NC(=O)CSc1ncn[nH]1	0.0%	2%	0.6	75	-1.8%	28%	i	29	10%	5%	0.5%
Nc1c(C(=O)Nc2ccc(F)cc2)sc(=S)n1-c1ccccc1F	0.5%	-7%	-0.9	64	1.0%	11%	i	39	-10%	-4%	0.5%
CC1CCc2[nH]c3ccc(C(=O)Nc4ccc(C(=O)N(C)C)cc4)cc3c2C1 (centres undefined)	0.0%	-7%	5.4	61	6.7%	-12%	i	68	-39%	-3%	0.3%
Cc1ccccc1NC(=O)CN1C(=O)S/C(=C/c2cccnc2)C1=O	-0.2%	8%	0.6	65	-4.8%	-8%	i	32	-24%	16%	1.0%
Brc1cc2c(cc1Br)OCCOCCOCCOCCO2	-0.3%	-3%	-1.3	36	1.5%	3%	i	60	7%	18%	1.6%
CCOC(=O)c1c(-c2ccc(-c3ccccc3)cc2)csc1NC(=O)CCN1CCOCC1	-0.3%	2%	·	·	-1.5%	12%	i	37	16%	-13%	1.5%
CCOc1ccc2c(c1)sc(=NC(=O)C1CC1)n2C	-0.2%	-4%	-0.3	42	8.2%	11%	·	·	-11%	0%	0.0%
Cc1ccnc(NC(=O)c2ccccc2NC(=O)C(C)(C)C)c1	0.5%	5%	-0.1	71	-4.7%	0%	i	48	-8%	-2%	0.8%
COc1ccc(C2CC(c3ccccc3)=NN2S(=O)(=O)c2ccc(C)cc2)c(OC)c1 (centres undefined)	0.3%	-3%	-0.9	50	6.4%	43%	i	50	-6%	-10%	-1.1%
COc1ccc(C(=O)N2CCCC2(C#N)c2ccccc2)cc1[N+](=O)[O-] (centres undefined)	0.0%	-7%	0.8	78	-1.4%	3%	i	51	18%	3%	-0.9%
COc1ccc2ccccc2c1/C=N/NC(=O)c1sc(N)c(C#N)c1C	-0.3%	36%	·	·	13%	-7%	i	18	-10%	6%	-0.5%
CSc1cccc(NC(=O)C2CCN(S(=O)(=O)c3ccc(F)cc3)CC2)c1	0.2%	-9%	3.6	45	11%	-10%	i	10	-96%	-2%	1.3%
COC(=O)[C@@H](NC(=O)Nc1ccc(OC)cc1)C(C)C	-0.1%	14%	0.0	82	·	4%	i	58	13%	12%	-0.2%
CC1=C(C(=O)OC2CCCCC2)C(c2ccc(C)o2)C2=C(CCCC2=O)N1 (centres undefined)	-0.2%	6%	1.1	47	-0.9%	-13%	i	25	-36%	-10%	-0.5%
Cc1cc(C)c2nc(-c3ccccn3)cc(C(=O)NCc3ccc(S(N)(=O)=O)cc3)c2c1	-0.2%	-10%	-0.2	34	-2.0%	12%	·	·	-24%	-7%	-1.1%
COc1ccc(N=C2C(=O)N3c4c(cccc42)C(C)=CC3(C)C)cc1	0.2%	-1%	-1.0	55	4.5%	-10%	i	37	-100%	-5%	-0.4%
CC(NC(=O)c1ccco1)C(=O)OCc1cccc(Cl)c1 (centres undefined)	-0.2%	6%	-1.3	79	3.5%	-24%	i	36	5%	11%	0.9%
CCOc1ccc(N=Cc2ccc3ccccc3c2)cc1	0.1%	3%	0.6	60	4.4%	-3%	i	68	-15%[20 µM]	4%	-0.5%
CCc1cc2cc3c(cc2nc1SCC(=O)Nc1c[nH]c(=O)[nH]c1=O)OCO3	0.2%	7%	5.1	46	-3.2%	1%	i	26	-16%	0%	0.0%
Cc1cc(C(N)=O)c2ccccc2n1	-0.2%	-4%	-1.5	48	0.9%	-6%	i	19	16%	1%	0.1%
O=C(Nc1ccc(F)cc1)NC1CCN(Cc2ccccc2)CC1	0.2%	-1%	1.1	84	-2.3%	22%	i	59	0%	-9%	-0.6%
CCCNC1=CC(=O)CC(C)(C)C1	0.1%	-10%	1.7	60	0.6%	5%	i	48	-25%	5%	0.3%
COc1ccc(CC2(CO)CCN(Cc3ccc(OC(F)(F)F)cc3)CC2)cc1	0.2%	6%	1.1	72	1.9%	4%	i	49	-37%	-1%	-1.3%
Cc1ccsc1C(=O)N(c1nc2ccccc2s1)c1c(C)cccc1C	-0.1%	7%	1.0	99	0.5%	10%	i	48	5%	-3%	2.6%
Cc1c(C)n(Cc2ccccc2)c2ncnc(N)c12	0.3%	32%	-1.4	80	10%	0%	i	62	13%	8%	-0.3%
CC(C)(C)SCCNC(=O)CN(c1ccc(F)cc1)S(=O)(=O)c1ccccc1	0.0%	9%	1.0	43	-6.1%	-6%	i	63	2%	8%	-0.4%
Cn1cnc(S(=O)(=O)NCc2ccc(Br)cc2)c1	0.5%	-2%	1.0	63	-4.2%	-11%	i	9	-14%	-6%	0.1%
CCOC(=O)C1CCCN(S(=O)(=O)c2cccs2)C1 (centres undefined)	0.1%	13%	-0.3	45	-1.2%	8%	·	·	12%	2%	-0.3%
O=C(OCc1ccccc1)N1CCOCCOCCN(C(=O)OCc2ccccc2)CCOCCOCC1	-0.2%	6%	0.5	51	-1.4%	-1%	i	11	10%	7%	0.6%
COC(=O)C1=C(C(=O)OC)[C@@H]2N(C)c3ccccc3[C@@]23C[C@@H](C(=O)OC)N=C3N1	-0.1%	-1%	0.4	67	-1.8%	2%	i	26	9%	-15%	-0.2%
O=C(C1=C[C@H](c2csc3ccccc23)C[C@H](OCCCCO)O1)N1CCN(Cc2ccccc2)CC1	-0.2%	4%	2.5	46	-0.5%	11%	·	·	4%	-3%	-0.4%
Cc1ccc(CNC(=O)c2ccc(N(C)C)cc2)cc1	-0.4%	-1%	-0.1	55	-4.8%	-1%	i	34	-10%	-4%	-0.1%
CCOC(=O)C1=C(C)Nc2ccccc2N=C1NC(=O)Cc1ccc(OC)cc1	0.2%	5%	0.9	63	0.3%	18%	i	45	0%	13%	-0.6%
Cc1ccc(-c2nnc3c4ccccc4c(C)nn23)cc1NC(=O)CN1CCOCC1	-0.4%	2%	·	·	14%	3%	·	·	18%	16%	-0.2%
NC(=S)N/N=C1\CC(c2ccc3c(c2)OCCO3)Oc2ccc(F)cc21 (centres undefined)	-0.1%	-6%	13	49	2.5%	-5%	i	50	13%	10%	-0.3%
CC(=O)c1ccc(S(=O)(=O)NCCc2cn3ccc(C)cc3n2)cc1	-0.1%	-1%	0.0	69	2.3%	4%	i	21	30%	-2%	-0.8%
O=C(CSc1c[nH]c2ccccc12)N1CCCc2ccccc21	0.8%	3%	1.5	87	-1.8%	13%	i	27	34%	-1%	0.8%

Reprinted from the part before: two entries; new compounds follow.
SMILES	GPR55 activation	PhoP inhibition	NTR1 ag	NTR1 ag cell count 20 µM	KOR beta-arrestin-1	GPR55 antagonists	T cell modulator	T cell modulator vesicle-bound %	KOR beta-arrestin-2	GPR35 arrestin U2OS	West Nile virus CPE
CC(=O)c1ccc(S(=O)(=O)NCCc2cn3ccc(C)cc3n2)cc1	-0.1%	-1%	0.0	69	2.3%	4%	i	21	30%	-2%	-0.8%
O=C(CSc1c[nH]c2ccccc12)N1CCCc2ccccc21	0.8%	3%	1.5	87	-1.8%	13%	i	27	34%	-1%	0.8%
COc1cc(/C=N/Nc2ncc(C(F)(F)F)cc2Cl)cc(OC)c1O	-0.2%	-2%	3.3	79	9.8%	-2%	i	57	-20%	-8%	-0.8%
COc1ccc(NC(=O)c2ccccc2NC(=O)c2ccccc2)cc1	-0.1%	-1%	4.9	80	1.0%	4%	i	43	25%	9%	-0.1%
C=CCn1c(SCC(=O)Nc2ccc3c(c2)OCO3)nnc1-c1ccccc1	-0.2%	7%	-0.6	46	0.1%	6%	i	43	6%	26%	0.1%
COc1ccc(NC(=O)C(c2cc3c(cc2[N+](=O)[O-])OCO3)N(C)Cc2ccccc2)cc1 (centres undefined)	-0.3%	6%	0.0	36	4.0%	8%	i	13	-3%	-12%	-0.8%
CC(C)C(=O)Nc1ccc(NC(=O)c2ccc(COc3ccccc3)cc2)cc1	-0.1%	7%	-0.9	67	-2.2%	-11%	i	51	-22%[20 µM]	1%	-0.2%
